Bioassay records deposited in PubChem BioAssay by several laboratories.
core dimer inh: inhibitors of HCV core protein dimerization, primary screen, biochemical, TR-FRET, high-throughput; TR-FRET GST/Flag-core106 dimerization, 1536-well; inhibition, % at 5 µM; hit rate 0.33% among 300,000; AID 1899, 2009;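 active means inhibition above the mean of all tested compounds plus 3 SD, set per screening campaign, cut at about 45% in these data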
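Assay system: tagged HCV core106 pair (GST and Flag); medium: KF-containing HEPES buffer, pH 7.45, DTT, CHAPS, BSA; also added: Eu donor and XL665 acceptor anti-tag antibodies; dosing: 5 µM single dose; timing: compound-protein-antibody incubation 4 h at 22.5 °C; signal: TR-FRET 671 and 617 nm emission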
GASC-1 inh: inhibitors of GASC-1 histone demethylase, primary screen, biochemical, fluorescence, DELFIA europium; inhibition, % at 2.35 µM; GST-JMJD2C(1-420) H3K9me3 demethylation; Lysine-specific demethylase 4C (Homo sapiens), Q9H3R0; hit rate 0.069% among 330,000;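 active means more than half of a compound's replicate wells show inhibition beyond 50%, single wells judged on their own value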;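 further: signal counts dimethyl H3K9 product captured on neutravidin plate; 0% = median of DMSO wells and 100% = 0.3 times that DMSO median; strong numbers were not always called active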
Target sequence (Q9H3R0 1-420 limits assumed): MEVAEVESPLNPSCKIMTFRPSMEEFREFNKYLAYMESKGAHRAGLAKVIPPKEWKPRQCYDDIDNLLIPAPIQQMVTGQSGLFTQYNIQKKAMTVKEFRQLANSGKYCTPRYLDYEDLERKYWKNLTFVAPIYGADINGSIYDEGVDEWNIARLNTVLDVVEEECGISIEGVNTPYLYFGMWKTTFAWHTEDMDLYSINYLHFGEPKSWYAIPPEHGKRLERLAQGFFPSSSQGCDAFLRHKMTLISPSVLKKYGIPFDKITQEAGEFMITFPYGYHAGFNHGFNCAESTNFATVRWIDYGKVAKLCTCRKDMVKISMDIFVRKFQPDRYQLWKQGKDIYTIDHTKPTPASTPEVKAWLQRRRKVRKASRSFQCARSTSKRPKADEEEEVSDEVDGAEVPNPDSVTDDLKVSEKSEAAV
Fh CTSL1 inh: Fasciola hepatica cathepsin L1 inhibitors, primary screen, counter-screen for PFM18AAP inhibitor project, biochemical, QFRET, fluorogenic peptide substrate; hit rate 0.49% among 300,000; inhibition, % at 5.96 µM; recombinant F. hepatica cathepsin L1, Z-Leu-Arg-MCA fluorescence;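 active means inhibition above the mean of all tested compounds plus 3 SD, set per screening campaign, cut at about 17% in these data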;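 further: 0% = plate median of test compound wells and 100% = 1 µM Z-Phe-Ala-diazomethylketone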
EBNA-1 inhibitor: EBNA-1 DNA-binding inhibitors, primary screen, biochemical, fluorescence polarization | inhibition, % at 14.8 µM | hit rate 0.34% among 300,000; in the data active means inhibition above about 28%
Yeast superoxide: reduction of superoxide in aged yeast, primary screen, HTS | S. cerevisiae aged cells, superoxide DHE fluorescence; stronger effect = lower value | superoxide response (% of plate mean), % at 10 µM | hit rate 0.18% among 330,000 | AID 2690, 2010;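 active means superoxide response under a set limit, about three screen SD below normal, cut at about 65% in these data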;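 further: yeast aged for seven days with compound at 30 °C before DHE staining; 100% = average MFI of all compound-treated wells on the plate with controls excluded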
TPT1 inhibitor: Candida albicans TPT1 enzyme inhibitors, primary screen, biochemical, fluorescence polarization. inhibition, % at 5 µM. AID 1962, 2009. hit rate 0.81% among 300,000. recombinant caTPT1, FP RNA substrate dephosphorylation;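 active means inhibition above the mean of all tested compounds plus 3 SD, set per screening campaign, cut at about 24% in these data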;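 further: plate controls were DMSO alone for no effect and ferristatin control at 100 nM for full effect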
PP5 primary: PP5 phosphatase inhibitors, primary screen, biochemical, fluorescence; Serine/threonine-protein phosphatase 5 (Homo sapiens), P53041; purified PP5c, OMFP substrate fluorescence; inhibition, % at 6.7 µM; hit rate 0.18% among 320,000; AID 1987, 2009;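 active means inhibition above the campaign's mean inhibition across all tested compounds plus 3 SD, cut at about 9.5% in these data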;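 further: 0% = DMSO only and 100% = 100 µM cantharidin control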
Target sequence (P53041 whole entry, looked up): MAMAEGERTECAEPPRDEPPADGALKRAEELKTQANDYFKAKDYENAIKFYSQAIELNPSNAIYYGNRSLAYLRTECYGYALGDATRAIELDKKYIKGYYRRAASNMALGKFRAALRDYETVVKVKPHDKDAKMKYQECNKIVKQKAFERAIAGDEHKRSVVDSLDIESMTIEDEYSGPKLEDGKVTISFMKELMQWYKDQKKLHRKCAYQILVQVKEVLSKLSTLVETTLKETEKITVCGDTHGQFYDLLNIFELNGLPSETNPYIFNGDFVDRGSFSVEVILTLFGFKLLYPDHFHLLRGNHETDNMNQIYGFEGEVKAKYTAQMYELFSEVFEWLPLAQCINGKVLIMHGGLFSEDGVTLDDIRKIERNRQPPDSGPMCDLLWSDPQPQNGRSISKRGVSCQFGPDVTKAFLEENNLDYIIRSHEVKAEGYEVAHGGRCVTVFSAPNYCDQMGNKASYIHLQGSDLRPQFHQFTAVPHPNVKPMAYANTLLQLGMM
PP1 counter: PP1-alpha phosphatase inhibitors, primary screen, counter-screen for PP5 inhibitor project, biochemical, fluorescence, OMFP substrate, single point; AID 2235, 2010; hit rate 0.9% among 320,000; inhibition, % at 6.7 µM; purified PP1alpha; Serine/threonine-protein phosphatase PP1-alpha catalytic subunit (Homo sapiens), P62136;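 active means inhibition above the mean inhibition of all tested compounds plus 3 SD, computed separately for each screening campaign, cut at about 15% in these data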
ZTA counter: blocks Epstein-Barr virus ZTA, an EBNA-1 counter-screen | ZTA-DNA binding, fluorescence polarization | hit rate 0.15% among 320,000 | AID 2234 | inhibition, % at 11 µM | P03206; in the data active means inhibition above about 33%
Numbers without * were called inactive; . = not tested or not shown. The order is random; about 3.1% have a hit in one of these screens.

SMILES	core dimer inh	GASC-1 inh	Fh CTSL1 inh	EBNA-1 inhibitor	Yeast superoxide	TPT1 inhibitor	PP5 primary	PP1 counter	ZTA counter
CCN1CCN(c2cc(C)c3cc(NC(=O)c4cccc(OC)c4)ccc3n2)CC1	-1	-1	5	1	97	-1	2.4	-1	-15
CC(NC(=O)CN(C)S(=O)(=O)c1ccc(F)cc1)C1CC2CCC1C2 (configuration not stated)	.	-1	.	.	101	.	0.2	-2	4
CC(C)(C)c1ccccc1NC(=O)c1cccnc1	-3	2	0	1	99	0	1.1	0	-1
CCCCCCNCc1ccc(Br)cc1	-8	6	4	1	97	3	0.3	-1	13
N#Cc1ccccc1S(=O)(=O)N1CCN(C(=O)CN2C(=O)NC3(CCCC3)C2=O)CC1	-4	-5	1	8	98	-5	-0.7	-5	2
CC(C)c1ccccc1NC(=O)c1ccco1	-5	3	-4	-13	106	1	8.4	9	-27
CCC1Oc2ccccc2N(Cc2ccccc2C)C1=O (configuration not stated)	-1	36	-1	6	106	-7	2.6	0	8
CCC(C)NC(=O)C(Cc1ccccc1)n1cccc1 (configuration not stated)	-12	9	1	-2	107	-4	4.0	-5	-18
CC(CCc1ccccc1)NC(=O)CN1C(=O)NC2(CCCCC2)C1=O (configuration not stated)	-3	0	2	1	97	-1	-5.0	-2	-11
Cc1ccc(Cc2c[nH]c(=S)s2)cc1	-8	-3	0	4	108	1	-3.8	-5	4

5 compounds picked at random from the list so far:
SMILES	core dimer inh	GASC-1 inh	Fh CTSL1 inh	EBNA-1 inhibitor	Yeast superoxide	TPT1 inhibitor	PP5 primary	PP1 counter	ZTA counter
CC(C)(C)c1ccccc1NC(=O)c1cccnc1	-3	2	0	1	99	0	1.1	0	-1
CC(C)c1ccccc1NC(=O)c1ccco1	-5	3	-4	-13	106	1	8.4	9	-27
CC(NC(=O)CN(C)S(=O)(=O)c1ccc(F)cc1)C1CC2CCC1C2 (configuration not stated)	.	-1	.	.	101	.	0.2	-2	4
CC(CCc1ccccc1)NC(=O)CN1C(=O)NC2(CCCCC2)C1=O (configuration not stated)	-3	0	2	1	97	-1	-5.0	-2	-11
CCC1Oc2ccccc2N(Cc2ccccc2C)C1=O (configuration not stated)	-1	36	-1	6	106	-7	2.6	0	8

(listing goes on)
SMILES	core dimer inh	GASC-1 inh	Fh CTSL1 inh	EBNA-1 inhibitor	Yeast superoxide	TPT1 inhibitor	PP5 primary	PP1 counter	ZTA counter
CCOc1ccc(NC(=O)COc2ccccc2)c([N+](=O)[O-])c1	-3	-1	5	-1	100	3	-0.7	-1	-20
COc1ccc(CC(=O)NCc2ccc(-n3cccc3)cc2)cc1OC	0	-1	-4	4	88	-1	2.7	2	-6
Fc1cccc(Cc2noc(CN3CCN(c4cnccn4)CC3)n2)c1	-4	-1	4	2	113	-2	0.4	0	5
COc1ccc(OC)c(NC(=O)C2CCN(S(=O)(=O)c3c(C)noc3C)CC2)c1	0	5	-1	14	86	-2	-2.0	-2	-10
Cc1ccc(C)n1-n1cnc2sc3c(c2c1=O)CCC3	-10	-3	3	-6	84	-3	2.2	-1	-3
COc1ccc(C(CNC(=O)CNC(=O)c2ccccc2)N2CCCC2)cc1 (configuration not stated)	.	-7	.	.	104	.	-2.2	-6	3
CCOC(=O)c1ccc(NC(=O)COc2ccc(S(=O)(=O)NC(C)(C)C)cc2)cc1	1	-2	1	8	112	-3	4.4	1	2
O=C(CCN1C(=O)S/C(=C\c2ccccc2)C1=O)Nc1ccc(O)cc1C(=O)O	5	21	3	-14	121	3	1.2	-3	7
Cc1cc(NC(=O)c2cnn3cccnc23)no1	3	-5	-1	9	89	-2	-0.8	-6	-9
O=C(NCc1ccc(-c2csnn2)cc1)C1CC1	-1	9	-3	-10	92	5	1.2	-2	-10
COc1ccc(NC(=O)CSCC(=O)N2c3ccccc3CCc3ccccc32)cc1	4	-20	2	-1	105	1	-1.1	0	-4
O=C1CCCC2=C1C(c1ccc(O)cc1)c1c(ccc3ccccc13)N2 (configuration not stated)	2	0	1	-1	109	0	-0.4	0	18
CCOC(=O)c1cnc2ccccc2c1NCCO	-3	3	-9	1	100	-5	1.3	-2	5
Cc1ccc(C(=O)OCC(=O)Nc2cc(C(C)(C)C)nn2-c2ccccc2)c(O)c1	0	-8	4	-1	106	0	4.7	5	-4
Cc1ccc(-c2nnc3cccc(Cl)n23)cc1	-3	-2	6	-7	98	4	-1.1	-5	-4
CCC(C)NC(=O)C1CCC(=O)N(c2cc(OC)c(OC)c(OC)c2)C1c1ccc(OC)cc1 (configuration not stated)	-1	-11	1	10	114	-1	1.9	-7	2
Cc1cc(NC(=O)CN2C(=O)NC3(CCCCCC3)C2=O)ccc1Br	.	11	.	.	96	.	4.0	-1	-2
Cc1cccc(C)c1NC(=S)N/N=C/c1ccccc1C(=O)O	-4	-8	1	-5	96	-1	3.4	3	17
CCCCC(Br)C(=O)Nc1ccc(S(=O)(=O)Nc2cc(C)nc(C)n2)cc1 (configuration not stated)	-3	-9	3	5	80	-4	-1.2	1	0
CC(C)(C)n1nnnc1C(c1ccc(F)cc1)N1CCN(Cc2ccc3c(c2)OCO3)CC1 (configuration not stated)	2	6	-1	-2	102	1	1.7	2	18
CS(=O)(=O)N1CCN(c2ccc(NC(=S)NC(=O)c3cccs3)cc2)CC1	3	9	3	7	103	-4	-1.1	-1	8
Cc1ccc(-c2csc(NC(=O)CN3CCC(C(N)=O)CC3)n2)cc1	-2	9	-3	-15	105	3	3.2	1	-11
CCN1CCCC1CN(Cc1cc2ccc(C)cc2[nH]c1=O)C(=S)Nc1ccccc1OC (configuration not stated)	-1	-7	-4	-1	100	3	2.4	-3	1
CCN(CC(=O)Nc1ccc(NC(C)=O)cc1)C(=O)/C=C/c1ccc(S(=O)(=O)N2CCCCCC2)cc1	18	0	-2	5	101	-3	3.1	0	0
COc1ccc(CNC(=O)c2cc(-c3cccs3)on2)cc1	1	11	1	19	114	0	1.0	5	6
COc1ccc(CNC(=O)Cc2c[nH]c3ccccc23)cc1OC	-5	-14	2	-1	98	-1	0.1	2	5
O=C(c1cnn2c(C(F)(F)F)cc(-c3cccs3)nc12)N1CCOCC1	3	23	0	-4	100	8	3.7	-3	0
CCOC(=O)c1ccccc1NC(=O)Cc1ccccc1OC	11	5	0	-4	103	-1	2.5	1	8
CC(C)NC(=S)N/N=C/c1ccc2c(c1)OCCO2	-4	-2	1	7	84	1	2.5	0	-7
Cn1c(=O)[nH]c(=O)c2c1nc1n2CCCS1	-1	-15	1	3	94	0	-0.8	-2	-20
O=C(NCCCNC(=O)c1ccccc1)c1ccccc1	8	-2	-1	11	101	3	0.8	4	5
COc1ccccc1CNS(=O)(=O)c1ccc(Cl)s1	0	-20	0	-5	127	1	4.3	0	-18
COC(=O)COc1ccc(/C=C2/NC(=O)N(CC(=O)OC)C2=O)cc1	3	-1	1	-1	77	1	1.4	-4	-6
COc1ccc(N2CCC(CNC(=S)Nc3c(C)cc(C)cc3C)C2)cc1 (configuration not stated)	-4	2	7	-2	104	-1	3.3	11	-22
O=C(COc1ccc(Cl)cc1)NNC(=O)C(=O)NC1CCCCC1	-4	-10	-3	2	102	0	5.0	2	-8
O=C(CN1CCSCC1)N/N=C/c1ccc(Cl)cc1	1	16	1	-5	122	-2	1.8	1	17
CC(Cc1cccnc1)NC(=O)c1cc(COc2c(F)cccc2F)on1 (configuration not stated)	12	0	0	3	98	0	0.3	-1	18
C=CCn1c(SCCC(=O)O)nc2c1c(=O)n(C)c(=O)n2C	-5	9	3	2	87	-1	1.3	0	-1
CCC(CC)C(=O)c1c[nH]c(C(=O)NC2CCCCCC2)c1	-16	9	3	-1	91	-2	1.0	-3	1
Cc1cc(/C=N/NC(=O)c2cccnc2)c(C)n1CC(C)C	-2	5	0	1	95	-4	-1.1	2	9
O=C(c1cc(-c2ccccn2)nc2c(Cl)cccc12)N1CCN(S(=O)(=O)c2ccccc2)CC1	18	-1	1	-4	122	0	0.0	4	5
COc1ccccc1OCC(=O)NCCS(=O)(=O)N1CCN(c2ccccc2)CC1	7	22	-2	-9	107	-2	-1.0	-3	-1
CCOC(=O)c1cc(-c2nnc(SCC(=O)Nc3ccc(F)cc3)o2)c(C)nc1C	2	3	3	-4	91	-3	1.6	1	-17
Cc1ccnc(N(C(=O)c2cccs2)C(=O)c2cccs2)c1	-1	7	-1	6	95	-4	-0.8	0	-20
CC(C)OC(=O)CCCNc1ccc([N+](=O)[O-])cc1[N+](=O)[O-]	4	7	3	6	112	3	-0.1	-1	2
C=C(C)CCC(C)N1CCC(n2nccc2NC(=O)CCOc2ccccc2)CC1 (configuration not stated)	10	-1	-3	-9	108	7	4.1	-2	-2
CC(=O)Nc1ccc(S(=O)(=O)N(C)Cc2cnn(C)c2)cc1	8	5	4	2	98	0	0.9	-2	0
CSc1nc(N)nc(SCC(=O)c2ccccc2)c1C#N	6	3	2	3	122	2	3.1	2	5
Cc1ncc(CN2CCCC(C(=O)Nc3ccc(-n4ccnc4C)cc3)C2)cn1 (configuration not stated)	0	5	0	-3	96	-3	-1.9	-3	0
CC(C)NC(=O)c1cc2c(s1)CCCC2	-4	9	-6	-1	100	1	-3.2	-2	13
COc1ccc(OCC(=O)Nc2ccc(NC(=O)c3ccccc3Cl)c(OC)c2)cc1	11	-8	1	9	94	-6	0.3	-1	12
C[C@@H](NC(=O)[C@@H]1Cc2ccccc2CN1)C(=O)NC1CCCCC1	3	27	0	3	80	-2	0.7	-2	4
CN(C)CC#CCC(O)(c1ccccc1)c1ccccc1	-2	-9	-4	-1	92	4	-1.6	-3	5

Compound profiles (already shown):
`Cc1ccc(C)n1-n1cnc2sc3c(c2c1=O)CCC3` across the screens: core dimer inh = -10; GASC-1 inh = -3; Fh CTSL1 inh = 3; EBNA-1 inhibitor = -6; Yeast superoxide = 84; TPT1 inhibitor = -3; PP5 primary = 2.2; PP1 counter = -1; ZTA counter = -3
`N#Cc1ccccc1S(=O)(=O)N1CCN(C(=O)CN2C(=O)NC3(CCCC3)C2=O)CC1` across the screens: core dimer inh = -4; GASC-1 inh = -5; Fh CTSL1 inh = 1; EBNA-1 inhibitor = 8; Yeast superoxide = 98; TPT1 inhibitor = -5; PP5 primary = -0.7; PP1 counter = -5; ZTA counter = 2
`O=C(c1cc(-c2ccccn2)nc2c(Cl)cccc12)N1CCN(S(=O)(=O)c2ccccc2)CC1` across the screens: core dimer inh = 18; GASC-1 inh = -1; Fh CTSL1 inh = 1; EBNA-1 inhibitor = -4; Yeast superoxide = 122; TPT1 inhibitor = 0; PP5 primary = 0.0; PP1 counter = 4; ZTA counter = 5
